PKA-R1A activ: activators of PKA-R1A complex; P00514+P68181; PKA-R1A dissociation, Cy5-IP20 fluorescence polarization; scaled: DMSO 0%, 113 µM cGMP 100%; activation, % at 11.4 µM; 340,000 compounds, 0.083% hits; AID 504707;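 active means percent activation above the mean of all tested compounds plus 3 SD, cut at about 19% in these data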;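 further: higher means more PKAc released from R1A so a rise in polarization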
Tat export inh: E. coli Tat transport inhibition. 340,000 compounds, 0.036% hits. inhibition, % at 10 µM. E. coli MC4100 TorA-mCherry Tat export, fluorescence;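 active means mean replicate inhibition at least 50% and at least half of replicates individually reaching 50%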;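 further: exported cargo escapes ClpAP degradation while cytoplasmic cargo is degraded and loses fluorescence; 0% = median of neutral control wells and 100% = median of NaSCN control wells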
phage Ecoli inh: E. coli growth loss with phage present; AID 651602; 360,000 compounds, 0.26% hits; growth absorbance; inhibition, % at 11.9 µM; in the data active means inhibition above about 11%
SUMO Mot1 rescue: inhibitors of SUMOylation pathway: yeast Mot1-301 growth rescue; S. cerevisiae Mot1-301 growth rescue, ATP luminescence, 38.5C; percent above DMSO median, 100 means doubled; growth rescue, % at 18.8 µM; 320,000 compounds, 1% hits;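 active means every valid replicate shows activation above 250% relative to neutral control wells; inactive means the rest, any valid replicate at or below 250%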;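 further: OY570 slx delta 5 strain wells were the positive control but not used for scaling; some compounds called inactive have numbers as strong as hits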
MOR-DOR inv ag: mu-delta opioid heterodimer inverse agonism; P35372+P41143; cell-based MOR-DOR heterodimer luminescence; inhibition, % at 9.3 µM; 340,000 compounds, 0.21% hits; AID 504357; in the data active means inhibition above about 22%, passing the limit was not always enough;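 further: 0% = cells with DMSO and 100% = wells without cells with DMSO; values of inactives mirror those of a sister screen read the other way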
E coli growth: counter-screen for AddAB inhibitors: E. coli growth inhibition. E. coli V3065 growth, OD600 absorbance, 18 h. inhibition, % at 11.9 µM. 330,000 compounds, 0.27% hits. AID 449728;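 active means inhibition above the campaign's mean inhibition across all tested compounds plus 3 SD, cut at about 9.9% in these data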;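 further: uninfected addAB+ strain grown without phage in ampicillin broth; 0% = DMSO wells and 100% = ciprofloxacin 0.95 µg/ml wells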
PKA-R2B activ: activators of human PKA-R2B complex. PKA-R2B holoenzyme dissociation, Cy5-IP20 fluorescence polarization; R2B truncated from residue 108, S112A mutant; 0% DMSO only, 100% 113 µM cGMP. P22694+P31323. 340,000 compounds, 0.079% hits. activation, % at 11.4 µM. AID 504700;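 active means activation above a cutoff set at the mean over all compounds plus 3 SD, cut at about 18% in these data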;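 further: higher means more holoenzyme dissociation and a rise in polarization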
Target sequence (P31323 whole entry, looked up, other chains not shown, the tested form may be a part): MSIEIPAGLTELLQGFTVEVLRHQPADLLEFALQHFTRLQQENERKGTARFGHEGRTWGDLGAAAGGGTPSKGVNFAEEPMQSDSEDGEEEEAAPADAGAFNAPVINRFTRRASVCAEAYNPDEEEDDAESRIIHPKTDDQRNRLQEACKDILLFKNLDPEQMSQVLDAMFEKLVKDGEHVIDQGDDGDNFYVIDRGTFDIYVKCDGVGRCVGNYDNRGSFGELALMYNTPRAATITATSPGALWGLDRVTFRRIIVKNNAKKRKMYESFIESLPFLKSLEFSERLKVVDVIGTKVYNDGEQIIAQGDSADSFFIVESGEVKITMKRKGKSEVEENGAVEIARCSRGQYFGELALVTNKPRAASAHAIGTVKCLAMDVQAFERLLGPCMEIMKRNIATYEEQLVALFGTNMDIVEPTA
AddAB inh: less growth of phage-infected E. coli with AddAB. inhibition, % at 11.9 µM. 330,000 compounds, 0.29% hits. E. coli expressing H. pylori AddAB, absorbance growth; in the data active means inhibition above about 12%;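 further: 0% = vehicle wells of infected cells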
OPRM1-OPRD1 ag: OPRM1-OPRD1 heterodimerization agonism. P35372+P41143. cells, luminescence. activation, % at 9.3 µM. 340,000 compounds, 0.3% hits; in the data active means activation above about 18%;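 further: 0% = vehicle-treated cells and 100% = reference agonist; values of inactives mirror those of a sister screen read the other way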
PfHsp90 set2: growth inhibition of yeast expressing Plasmodium Hsp90 | S. cerevisiae expressing PfHsp90, BacTiter-Glo ATP, 48 h; yeast lacking PDR1 and PDR3 efflux regulators | 310,000 compounds, 0.32% hits | inhibition, % at 9.4 µM;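 active means every replicate shows inhibition above about 80%, whatever the replicate mean, limit read from the data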;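 further: 0% = DMSO neutral controls and 100% = 20 µM radicicol positive controls; yeast relying on Plasmodium falciparum Hsp90 in place of its own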
HTR5A inv ag: HTR5A inverse agonism, opioid heterodimer counter-screen | P47898 | 340,000 compounds, 0.083% hits | HTR5A cell line, luminescence | inhibition, % at 9.3 µM; in the data active means inhibition mostly above about 23%, no sharp cut-off; inactive means mostly below about 18%;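 further: 0% = cells with DMSO and 100% = no-cell wells with DMSO; some compounds called inactive have numbers as strong as hits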
Target sequence (P47898 whole entry, looked up): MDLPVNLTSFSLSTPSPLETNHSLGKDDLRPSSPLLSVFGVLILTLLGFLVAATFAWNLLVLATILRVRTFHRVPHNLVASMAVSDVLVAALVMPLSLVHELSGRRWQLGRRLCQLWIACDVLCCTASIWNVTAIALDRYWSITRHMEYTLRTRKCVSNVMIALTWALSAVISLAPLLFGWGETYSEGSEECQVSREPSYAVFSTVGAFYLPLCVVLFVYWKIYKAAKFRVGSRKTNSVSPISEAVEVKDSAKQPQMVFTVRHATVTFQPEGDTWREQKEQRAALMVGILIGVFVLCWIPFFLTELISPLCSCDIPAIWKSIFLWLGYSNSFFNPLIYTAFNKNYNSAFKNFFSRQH
* = called active by the depositor; . = no result given.

SMILES | PKA-R1A activ | Tat export inh | phage Ecoli inh | SUMO Mot1 rescue | MOR-DOR inv ag | E coli growth | PKA-R2B activ | AddAB inh | OPRM1-OPRD1 ag | PfHsp90 set2 | HTR5A inv ag
CCN1CCN(c2cc(C)c3cc(NC(=S)N4CCOCC4)ccc3n2)CC1 | -2 | -5 | 1.2 | 72 | 17 | -2.1 | 6 | 2.3 | -3.3 | 1 | -19
Cc1ccc(S(=O)(=O)N2CCN(CC(=O)N/N=C/c3ccc(C)o3)CC2)cc1 | 2 | 0 | 0.7 | -2 | 10 | -0.1 | 8 | 2.0 | -1.9 | 3 | 8
Cc1cccc(OCC(=O)NNC(=O)c2ccc([N+](=O)[O-])cc2)c1 | 4 | -1 | 4.1 | . | 5 | -0.4 | 7 | -0.5 | -1.0 | -8 | 0
O=C(Nc1nc2ccccc2[nH]1)C12CC3CC(CC(C3)C1)C2 | -11 | -8 | 0.9 | 125 | -9 | -0.6 | -2 | 1.1 | 1.7 | 17 | -5
Cc1cc(NC(=O)CSc2nc3ccccc3n2CCC#N)no1 | -1 | -3 | 7.2 | -23 | 5 | -1.4 | -9 | 1.9 | -1.0 | -7 | 4
O=C(CN(CCc1ccccc1)C(=O)CNS(=O)(=O)c1ccccc1)NCC1CCCO1 (centres undefined) | 1 | 10 | 3.4 | -4 | 4 | 0.9 | 6 | 1.4 | -0.8 | -6 | 10
O=C(O)CCC(=O)N1N=C(c2ccc(Br)cc2)CC1c1ccc(Br)cc1 (centres undefined) | -9 | 8 | 0.7 | 18 | 16 | -2.1 | 1 | -1.5 | -3.4 | -11 | -2
O=C(/C=C/c1cccc(F)c1)OCC(=O)N1CCCC1 | 5 | -3 | 3.3 | 1 | 3 | 1.9 | -6 | -0.6 | -0.6 | . | -18
O=C(Nc1ccc(S(=O)(=O)NCc2ccco2)cc1)c1ccc2ccccc2n1 | 3 | -2 | 0.3 | -27 | -13 | -2.0 | -3 | -0.8 | 2.4 | 6 | -23
Cn1c(=O)c2[nH]c(CCCc3nc4ccccc4[nH]3)nc2n(C)c1=O | -7 | -8 | 1.9 | . | 7 | . | -9 | . | -1.5 | . | -4
COC(=O)c1cc(C(=O)OCC(=O)Nc2ccc(N3CCOCC3)cc2)cc([N+](=O)[O-])c1 | -2 | -1 | 0.5 | 1 | 8 | -0.2 | -13 | -1.3 | -2.1 | 7 | -24
COc1ccc(C2(C(=O)Nc3cc(C)on3)CCOCC2)cc1 | 6 | 0 | 1.4 | 11 | 0 | -0.9 | 0 | 2.2 | 0.1 | 3 | 3
CCOC(=O)c1cc2c(=O)n3ccccc3nc2n(CCOC)c1=NC(=O)c1ccncc1 | 12 | 0 | 3.5 | -6 | 14 | -2.5 | 2 | 0.2 | -2.4 | . | -11
CC(=O)c1c(C)n(C)c2ccc(OC(=O)c3ccc([N+](=O)[O-])cc3)cc12 | -11 | 6 | 2.9 | -1 | -1 | -2.0 | -2 | 0.9 | 0.2 | 11 | 11
N#Cc1ccc(OCc2nnc(SCC(=O)N3CCCc4ccccc43)n2-c2ccccc2)cc1 | -6 | 0 | 3.3 | 7 | 3 | 1.3 | 10 | -0.1 | -0.5 | -6 | -4
Cc1ccc(CCNC(=O)C2CCN(S(=O)(=O)c3ccc4nc5c(c(C(=O)O)c4c3)CCCC5)CC2)cc1 | -1 | 1 | -0.2 | 3 | 6 | -4.0 | -11 | 1.3 | -1.2 | -33 | 0
CCOc1ccc2oc(C(=O)OCC(=O)NC3CC3)c(C)c2c1 | -9 | -4 | 2.9 | -22 | 4 | 0.2 | 0 | 0.4 | -0.7 | 9 | -40
Cc1nc(NCCc2ccc(F)cc2)c2nnn(Cc3ccccc3)c2n1 | 2 | -8 | -0.4 | -1 | 12 | 4.2 | -3 | 4.2 | -2.4 | 8 | 16
O=C(CSc1nnc(Cc2cccs2)n1-c1ccccc1)NCc1ccc2c(c1)OCO2 | -3 | 0 | -0.5 | -9 | -2 | 3.4 | 1 | 2.7 | 0.4 | -4 | 15
CCNC(=S)NNC(=O)CSc1nc2ccccc2n1C | -7 | -2 | -0.1 | 31 | 38* | 0.3 | -4 | -1.8 | -7.7 | -26 | 7
COc1ccc(S(=O)(=O)N2CCCCC2)cc1NC(=O)c1ccc(C)cc1 | -14 | 3 | 0.1 | 71 | -8 | -0.3 | 5 | -0.8 | 1.9 | 6 | 7
CNS(=O)(=O)c1cn(CC(=O)N(C)Cc2ccccc2)cc1S(=O)(=O)NC | 2 | -3 | -1.9 | 9 | 13 | -1.2 | 6 | 0.5 | -2.8 | 23 | 17
COc1cccc(CC(=O)OCc2csc(CC(=O)Nc3ccccc3C)n2)c1 | 8 | 2 | 3.3 | 2 | 14 | -1.4 | -1 | 2.0 | -3.5 | -11 | -5
COc1ccc(OC)c(NC(=O)CSc2n[nH]c(-c3cccnc3)n2)c1 | -6 | -14 | 1.5 | -2 | -3 | -3.0 | 1 | -0.9 | 0.5 | 16 | -11
CCOc1ccc(S(=O)(=O)N2CCN(Cc3ccc4c(c3)OCO4)CC2)cc1Cl | -8 | 9 | 0.8 | 386* | 5 | -1.3 | 0 | 1.6 | -0.9 | -7 | 3
COC(=O)[C@]1(Cc2ccccc2)N[C@H](CN(C)S(=O)(=O)c2ccc(C)cc2)[C@@H]2C(=O)N(Cc3ccccc3)C(=O)[C@@H]21 | 11 | 0 | 1.4 | 18 | 3 | 1.6 | 2 | 1.5 | -0.7 | -3 | -12
O=C(CSc1nc2ccccc2o1)Nc1ccc(N2CCOCC2)c(Cl)c1 | -4 | -50 | 10 | -5 | 0 | 4.7 | -9 | 9.2 | -0.1 | 3 | -31
COC(=O)CC1(c2cccc3ccccc23)C(=O)c2ccccc2C1=O | 0 | 3 | 2.5 | 427 | 9 | 0.4 | -2 | 2.0 | -1.5 | -14 | 1
O=[N+]([O-])c1ccc(N2CCN(c3ccccc3Cl)CC2)cn1 | 5 | -3 | -0.3 | -10 | 11 | -2.3 | 7 | 0.9 | -1.4 | -4 | -2
COc1ccc(NS(=O)(=O)c2cccc(C(=O)NCc3ccccn3)c2)cc1 | 11 | -7 | 4.6 | -13 | 4 | 1.1 | -2 | 4.4 | -0.7 | -21 | 20

Laid out differently: results already given
Compound	PKA-R1A activ	Tat export inh	phage Ecoli inh	SUMO Mot1 rescue	MOR-DOR inv ag	E coli growth	PKA-R2B activ	AddAB inh	OPRM1-OPRD1 ag	PfHsp90 set2	HTR5A inv ag
CCOc1ccc2oc(C(=O)OCC(=O)NC3CC3)c(C)c2c1	-9	-4	2.9	-22	4	0.2	0	0.4	-0.7	9	-40
Cc1nc(NCCc2ccc(F)cc2)c2nnn(Cc3ccccc3)c2n1	2	-8	-0.4	-1	12	4.2	-3	4.2	-2.4	8	16
O=C(CSc1nnc(Cc2cccs2)n1-c1ccccc1)NCc1ccc2c(c1)OCO2	-3	0	-0.5	-9	-2	3.4	1	2.7	0.4	-4	15
CCNC(=S)NNC(=O)CSc1nc2ccccc2n1C	-7	-2	-0.1	31	38*	0.3	-4	-1.8	-7.7	-26	7
COc1ccc(S(=O)(=O)N2CCCCC2)cc1NC(=O)c1ccc(C)cc1	-14	3	0.1	71	-8	-0.3	5	-0.8	1.9	6	7
CNS(=O)(=O)c1cn(CC(=O)N(C)Cc2ccccc2)cc1S(=O)(=O)NC	2	-3	-1.9	9	13	-1.2	6	0.5	-2.8	23	17

(cont.)
SMILES | PKA-R1A activ | Tat export inh | phage Ecoli inh | SUMO Mot1 rescue | MOR-DOR inv ag | E coli growth | PKA-R2B activ | AddAB inh | OPRM1-OPRD1 ag | PfHsp90 set2 | HTR5A inv ag
CCOc1cc2[nH]c(=S)n(CCCC(=O)NCc3ccccn3)c(=O)c2cc1OCC | -1 | -9 | -1.4 | -6 | 13 | 0.8 | 9 | 3.0 | -2.5 | 4 | 14
COc1cc(C(Nc2ccc(S(=O)(=O)N3CCC(C)CC3)cc2)C(=O)NCC2CCCO2)cc(OC)c1OC (centres undefined) | 2 | -6 | 1.5 | . | 13 | 1.2 | -3 | 0.7 | -2.1 | -10 | -7
Cc1ccn(C(=O)c2ccc(NC(=O)CC(C)C)cc2)n1 | -14 | -7 | 2.5 | -11 | 18 | -0.8 | -4 | 1.0 | -3.7 | -6 | 0
N#C/C(=C/c1ccc(-c2ccc(Br)cc2)o1)C(=O)NC1CCCCC1 | 0 | 2 | 2.7 | -14 | -26 | -0.5 | -5 | 0.4 | 4.9 | 0 | -24
COC(=O)CSc1ccc2nnc(CCNS(=O)(=O)c3ccccc3)n2n1 | -13 | 0 | 6.8 | 7 | 7 | 0.7 | -4 | -0.5 | -1.3 | -3 | 1
COn1c(-c2ccccc2)nc2ccc(Cl)cc21 | 1 | 4 | 4.1 | 33 | -4 | 2.3 | -12 | 3.5 | 0.8 | -46 | 2
O=C(N/N=C/c1ccc(OCC2COCCO2)cc1)c1ccc(Br)cc1 (centres undefined) | -12 | 2 | 0.2 | -15 | -4 | -2.4 | -11 | 1.5 | 0.9 | 0 | 5
CC(C)(C)C(=O)Nc1nc2c(c(=O)[nH]1)CCCC2 | -6 | 3 | 4.7 | -10 | -2 | -1.1 | -5 | -0.7 | 0.3 | 3 | 1
CCOc1ccc(N(CC(=O)Nc2ccc(C)c(Cl)c2)S(C)(=O)=O)cc1 | -8 | 3 | 1.9 | 0 | -34 | -0.3 | -2 | -1.0 | 7.4 | -9 | -8
O=C(NCCCn1ccnc1)C1CCCN(S(=O)(=O)c2ccc(F)cc2)C1 (centres undefined) | 0 | 1 | 0.7 | -12 | 0 | 1.1 | -2 | 3.9 | 0.0 | -13 | -28
CCN(CC)CCN1C(=O)C2C(C(=O)Nc3cccc(SC)c3)C3C=CC2(O3)C1C(=O)NC1CCCC(C)C1C (centres undefined) | 2 | -6 | 0.1 | -11 | -16 | 0.6 | 2 | 2.9 | 2.2 | -1 | -6
COc1ccc(Br)cc1CNC(=O)CCC(=O)N1CCSc2ccccc21 | -4 | 5 | 3.9 | -8 | 3 | -1.5 | 7 | 0.2 | -0.5 | 10 | -17
CSc1cccc(CN2CCCC(CNC(=O)c3ccc(F)cc3)C2)c1 (centres undefined) | -8 | -3 | 1.6 | 7 | -6 | 0.8 | 4 | 0.6 | 1.2 | 0 | -5
OC[C@@H]1[C@@H](c2ccc(F)cc2)C(c2ccccc2)=NN1c1ccccc1 | 0 | 25 | 1.6 | . | -22 | 2.3 | -10 | 2.0 | 4.5 | -43 | -6
O=C(COC(=O)C1CCCN1C(=O)C12CC3CC(CC(C3)C1)C2)c1ccc(Br)cc1 (centres undefined) | 6 | -6 | 1.4 | -19 | 2 | -3.2 | -5 | -1.2 | -0.3 | -3 | 2
CCOC(=O)CNC(=O)CSc1nnc(COc2ccc(Cl)cc2)n1CC | 0 | 4 | 1.0 | -10 | 8 | 1.1 | 5 | 4.7 | -1.8 | 34 | 2

Screening results deposited in PubChem by several laboratories.
